HePTP inhibitor = inhibitors of human HePTP phosphatase; recombinant HePTP phosphatase activity, OD absorbance; inhibition, % at 20 µM; hit rate 0.64% among 110,000; AID 521; in the data active = inhibition above about 50%;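 also: plate controls were vehicle for no effect and reference inhibitor for full effect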
Target sequence (P35236 whole entry, looked up): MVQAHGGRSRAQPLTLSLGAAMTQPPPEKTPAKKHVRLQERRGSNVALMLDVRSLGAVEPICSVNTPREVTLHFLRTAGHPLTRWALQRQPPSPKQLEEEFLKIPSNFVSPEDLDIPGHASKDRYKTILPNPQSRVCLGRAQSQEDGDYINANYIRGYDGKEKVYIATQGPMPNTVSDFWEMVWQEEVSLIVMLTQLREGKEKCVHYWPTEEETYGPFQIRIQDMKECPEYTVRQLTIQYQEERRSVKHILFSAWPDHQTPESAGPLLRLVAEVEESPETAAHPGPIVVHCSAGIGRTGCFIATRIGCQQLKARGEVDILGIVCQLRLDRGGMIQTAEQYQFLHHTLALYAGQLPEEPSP
BAP1 block = blocks human BAP1 ubiquitin-AMC hydrolysis; activity remaining (% of control), % at 20 µM; AID 436; Q92560; hit rate 0.48% among 72,000; recombinant BAP1, Ub-AMC hydrolysis fluorescence kinetic; stronger effect = lower value;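 active = activity remaining at or below 50% of control, provided the compound also passes the data quality filters; inactive = the rest, including low values that fail the filters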;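 also: 100% = DMSO wells rate and 0% = substrate alone blank rate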
Active calls of the source: *; . = no result given. Not a hit list. Share with any hit: about 0.95%.

Sequence of screens: HePTP inhibitor | BAP1 block
Cc1nc2nc(-c3ccccc3)cc(=O)n2[nH]1
  -8 | 103
N#C/C(=C\c1cccc(F)c1)c1nc(-c2ccc([N+](=O)[O-])cc2)cs1
  -1 | .
O=C(Nc1ccc(F)cc1F)c1cccc(F)c1
  2 | .
Cc1ccc(C(=O)Nc2ccccc2NC(=O)c2ccc(C)o2)o1
  8 | 92
COc1ccc(N2C(=O)c3ccc(OCCOc4ccc5c(c4)C(=O)N(c4ccc(OC)cc4)C5=O)cc3C2=O)cc1
  -4 | .
COc1cccc(CN2C(=O)CN(C3CCCCC3)C(=O)C2c2ccc(F)cc2)c1 (stereo not drawn)
  11 | 121
NS(=O)(=O)c1ccc(CCNC(=O)NC2CCCCC2)cc1
  -5 | .
Cc1ccccc1-n1nc2c(c1NC(=O)c1ccc(C)c([N+](=O)[O-])c1)CSC2
  . | 89
COc1cccc(/C=N/N2CCN(Cc3ccc(Cl)cc3)CC2)c1
  2 | .
OC1(c2ccc3c(c2)OCO3)CCN(Cc2ccccn2)CC1
  6 | 101
CCC(C)NS(=O)(=O)c1ccc(OCC(=O)NCc2cccnc2)cc1 (stereo not drawn)
  2 | 104
Cc1ccc2cc(C#N)c(N3CCCN(S(=O)(=O)c4ccccc4)CC3)nc2c1
  -11 | 76
N/C(=N\c1nc2ccccc2o1)NC(=O)c1ccc([N+](=O)[O-])c(Cl)c1
  . | 112
Cc1ccc2ncnc(NCCc3ccccc3)c2c1
  -11 | .
O=C(O)c1cc(S(=O)(=O)N2CCOCC2)c(Sc2ccccn2)cc1Sc1ccccn1
  -9 | 92
CCOC(=O)c1c(C)oc2ccc(OC(=O)c3ccccc3C)cc12
  1 | .
CC1CCN(c2nc3c(c(=O)[nH]c(=O)n3C)n2Cc2ccccc2)CC1
  -9 | 90
CC(=O)CC1[C@@]2(C)CCCC(C)(C)C2CC[C@@]1(C)O (stereo partly drawn)
  5 | .
Cc1cc(Cl)c(OCCN2CCOCC2)c(Cl)c1
  -2 | .
N#C/C(=C\c1ccc(-c2cccc(C(F)(F)F)c2)o1)C(=O)O
  -3 | .
O=C(Nc1ccccc1C(=O)O)c1cc(S(=O)(=O)Nc2ccc(Br)cc2)ccc1Cl
  . | 53
CC(C)(C)c1ccc2[nH]c3c(c2c1)CCC/C3=N\O
  -5 | .
CCOc1cc(OCC)cc(C(=O)Nc2cc(Cl)cc(Cl)c2)c1
  -10 | .
COc1ccc([N+](=O)[O-])cc1-c1ccc(/C=C(\C#N)c2nc3ccc(C)cc3[nH]2)o1
  103* | .
C=CCNC(=O)CN(c1ccc(OC)cc1OC)S(C)(=O)=O
  -16 | .
CC(C)NC(=O)CSc1nc2ccccc2n1CC(=O)N1CCc2ccccc21
  7 | 98
CC1CCN(c2oc(-c3ccccc3Cl)nc2C#N)CC1
  6 | .
O=C(C[n+]1cc(Br)cc2ccccc21)c1ccc(NC(=O)c2ccccc2)cc1
  . | 90
FC(F)(F)c1cccc(NC(=S)NCCc2ccccc2)c1
  8 | .
Cc1cc(C)c2oc(-c3cccc(NC(=S)NC(=O)c4ccco4)c3)nc2c1
  -6 | .
O=C(Nc1ccc(-c2nc3ccccc3o2)c(O)c1)c1cc2ccccc2oc1=O
  7 | .
CN(C)c1ccc(C2C3C(=O)N(c4ccc(C(=O)O)cc4)C(=O)C3ON2c2ccccc2)cc1 (stereo not drawn)
  7 | 121
CC1CCN(S(=O)(=O)c2ccc(NC(=O)c3ccc(-c4ccccc4)cc3)cc2)CC1
  -3 | .
COc1ccc(C2/C(=C(/O)c3ccccc3)C(=O)C(=O)N2c2cccc([N+](=O)[O-])c2)cc1OC (stereo not drawn)
  7 | .
c1ccc2c(c1)CCCN2Cc1nnc2n1CCCCC2
  -4 | .
CCC(=O)Nc1ccc2c(c1)C(=O)N(C1CCCCC1)C2=O
  0 | 124
CCc1cc(=O)oc2cc(C)c(CN3CCCCC3)c(O)c12
  7 | 56
CCOc1ccc2nc(SCC(=O)NC3CCS(=O)(=O)C3)[nH]c2c1 (stereo not drawn)
  10 | 127
COc1ccc2c(c1OC)C(=O)OC2Nc1cc(C)ccc1O (stereo not drawn)
  -1 | .
O=C1NN(c2ccccc2)C(=O)/C1=C/c1ccc(-c2ccc(C(=O)O)cc2)o1
  33 | .
N#Cc1ccccc1NC1=CC(=O)CCC1
  6 | 95
CCOC(=O)CSc1nc2c([nH]c3ccccc32)c(=O)n1C
  -6 | .
Cc1cc(OCC(=O)Nc2cccnc2)ccc1Cl
  9 | .
COc1ccc(C(=O)c2ccc(OC)cc2O)c(O)c1
  7 | 94
O=C(OCC(O)CNC12CC3CC(CC(C3)C1)C2)C12CC3CC(CC(C3)C1)C2 (stereo not drawn)
  -16 | .
Cc1ccc(-c2csc(NC(=O)c3ccc(S(=O)(=O)N4CCCc5ccccc54)cc3)n2)o1
  . | 57
Cc1cccc(C)c1NC(=O)CSc1nnc(Cn2nnc(-c3ccccc3)n2)n1-c1ccccc1
  6 | 99
Cn1c(Cc2ccccc2)nnc1SCC(=O)Nc1ccc2c(c1)OCCO2
  10 | 102
O=C(c1cncc(Br)c1)N1CCCc2ccccc21
  8 | 109
COc1ccccc1N1CCN(C(=O)Cc2cccs2)CC1
  10 | 95
COc1ccc(NC(=O)c2cccc(C)c2)cc1Cl
  5 | .
O=C(CSc1nsc(SCC(=O)Nc2ccc(Cl)c(Cl)c2)n1)Nc1ccc(Cl)c(Cl)c1
  2 | .
CCN(CC)S(=O)(=O)c1ccc(NC(=O)c2cccc3c2C(=O)N(CCOC)C3)cc1
  12 | 117
O=C(NN1C(=O)/C(=C/c2ccccc2)SC1=S)c1cccnc1
  8 | .
COc1ccc(-n2c(C)cc(C(=O)Cn3nnc4ccccc4c3=O)c2C)cc1
  8 | .
CCOc1ccccc1NC(=O)CN(c1ccc(F)cc1)S(=O)(=O)c1ccccc1
  -8 | .
COC(=O)COc1ccc(/C=C2\C(=O)NC(=O)N(c3ccc(C(C)C)cc3)C2=O)cc1OC
  3 | .
COc1ccc(C(=O)Nc2ccc(S(=O)(=O)Nc3cc(C)on3)cc2)c(OC)c1
  0 | .
O=C(CSc1cccc2cccnc12)c1ccc(Cl)cc1Cl
  -1 | .
Cc1cc2c(cc1C)CN(c1ccc(C=Nc3ccc(Cl)cc3)cc1)C2
  -9 | .

(listing goes on)
Sequence of screens: HePTP inhibitor | BAP1 block
COc1ccc(CCNC(=O)CN2CCC(C(N)=O)CC2)cc1
  0 | 99
CCCCNC(=O)CCCCCn1c(=O)[nH]c2cc(OC)c(OC)cc2c1=O
  -1 | .
Cc1cc(C(=O)Cn2cncn2)c(C)n1CCc1ccc(F)cc1
  2 | 112
Cc1ccc(-c2ccc(CCC(=O)O)n2NC(=O)c2ccco2)cc1
  1 | 101
COCC(=O)Nc1cc(OC)c(Cl)cc1OC
  2 | 104
CCOCCc1c(O)nc(SCC(=O)NCc2ccco2)[nH]c1=O
  3 | 93
CC(C)CCOc1ccc(CN=C(N)N=C(N)N)cc1Cl
  13 | .
CC(C)C(=O)Nc1ccc(NC(=O)c2cccc(F)c2)cn1
  6 | 87
CC(NC(=O)CSc1nc2sc3c(c2c(=O)n1-c1ccccc1)CCCC3)c1ccccc1 (stereo not drawn)
  13 | .
COC(=O)c1c(NC(=O)c2cccc(Cl)c2)sc(C)c1C
  -8 | .
O=C(CSc1nc2ccccc2[nH]1)NC(c1ccccc1)c1ccccc1
  6 | .
O=C1C(=O)N(c2ccccc2)C(c2ccc(O)cc2)/C1=C(\O)c1ccc(Br)cc1 (stereo not drawn)
  12 | .
O=C(Nc1ccc(NC(=O)c2ccc(Br)cc2)c(Cl)c1)c1ccc(Br)cc1
  . | 92
CCOC(=O)N1CCC(N2C(=O)c3ccccc3C2=O)CC1
  5 | 88
c1ccc(N(c2ccccc2)c2nc(-n3cnc4ccccc43)nc(-n3cnc4ccccc43)n2)cc1
  -5 | .
O=C(c1ccccc1)c1ccc(N2CCCC2)c(F)c1
  11 | .
COc1cccc(OC)c1OCCCCOc1c(OC)cccc1OC
  -4 | .
Cc1ccc(OCC(=O)Nc2cc([N+](=O)[O-])ccc2C)c(C(C)(C)C)c1
  5 | .
Cc1cc(C)nc(SC(C)C(=O)N/N=C/c2ccc(Br)cc2)n1 (stereo not drawn)
  8 | .
O=C(CCCC(=O)NCC1CCCO1)NCC1CCCO1 (stereo not drawn)
  -1 | 95
COC(=O)c1cc(OC)c(OC)cc1NC(=O)CSc1nnc(-c2cccnc2)n1C
  6 | 100
CN1C2CCC1CC(OC(c1ccccc1)c1ccccc1)C2 (stereo not drawn)
  . | 96
CCC(=O)N1CCCc2cc(S(=O)(=O)N3CCN(c4ncccn4)CC3)ccc21
  2 | 94
COc1ccc(C2Nc3ccccc3C(=O)N2Cc2ccccc2)cc1CSc1ccccn1 (stereo not drawn)
  8 | .
COc1ccc(CN(CC(=O)NC2CCCC2)C(=O)c2onc(C(N)=O)c2N)cc1
  7 | 106
COc1ccc(N2CCN(C(=O)C3CCC(Cn4c(=S)[nH]c5ccccc5c4=O)CC3)CC2)cc1 (stereo not drawn)
  9 | 51
CC(=O)C(C(C)=O)C1c2ccccc2Oc2ccc(Cl)cc21 (stereo not drawn)
  2 | .
COc1ccc(/C=N/n2c(C)nnc2C)cc1
  0 | .
CCCCc1cc(=O)oc2cc(OCC(=O)N(CC)CC)ccc12
  -9 | .
O=C(Nc1cccc(Cl)c1)c1cccc(NC(=O)c2ccc(Cl)cc2Cl)c1
  -12 | .

Already shown: 14 of the compounds above.
Sequence of screens: HePTP inhibitor | BAP1 block
CCOC(=O)N1CCC(N2C(=O)c3ccccc3C2=O)CC1
  5 | 88
c1ccc(N(c2ccccc2)c2nc(-n3cnc4ccccc43)nc(-n3cnc4ccccc43)n2)cc1
  -5 | .
O=C(c1ccccc1)c1ccc(N2CCCC2)c(F)c1
  11 | .
COc1cccc(OC)c1OCCCCOc1c(OC)cccc1OC
  -4 | .
Cc1ccc(OCC(=O)Nc2cc([N+](=O)[O-])ccc2C)c(C(C)(C)C)c1
  5 | .
Cc1cc(C)nc(SC(C)C(=O)N/N=C/c2ccc(Br)cc2)n1 (stereo not drawn)
  8 | .
O=C(CCCC(=O)NCC1CCCO1)NCC1CCCO1 (stereo not drawn)
  -1 | 95
COC(=O)c1cc(OC)c(OC)cc1NC(=O)CSc1nnc(-c2cccnc2)n1C
  6 | 100
CN1C2CCC1CC(OC(c1ccccc1)c1ccccc1)C2 (stereo not drawn)
  . | 96
CCC(=O)N1CCCc2cc(S(=O)(=O)N3CCN(c4ncccn4)CC3)ccc21
  2 | 94
COc1ccc(C2Nc3ccccc3C(=O)N2Cc2ccccc2)cc1CSc1ccccn1 (stereo not drawn)
  8 | .
COc1ccc(CN(CC(=O)NC2CCCC2)C(=O)c2onc(C(N)=O)c2N)cc1
  7 | 106
COc1ccc(N2CCN(C(=O)C3CCC(Cn4c(=S)[nH]c5ccccc5c4=O)CC3)CC2)cc1 (stereo not drawn)
  9 | 51
CC(=O)C(C(C)=O)C1c2ccccc2Oc2ccc(Cl)cc21 (stereo not drawn)
  2 | .

(listing goes on)
Sequence of screens: HePTP inhibitor | BAP1 block
CCOc1ccc(/C=C2/SC(NC(C)=O)=NC2=O)cc1
  4 | .
CN1C(=O)N(C)C(NC(=O)NC(C)(C)C)C1NC(=O)NC(C)(C)C (stereo not drawn)
  6 | .
CC(C)(C)c1ccc(C(=O)N2CCN(C/C=C/c3ccccc3)CC2)cc1
  9 | .
CCc1nnc(NC(=O)CSc2nnc(-c3ccccc3O)n2-c2ccc(C)cc2C)s1
  -4 | 74
CC(C)(C)c1ccc(NC(=O)NCc2ccco2)cc1
  5 | 92
O=C(c1ccco1)N1CCN=C1SCc1ccccc1Cl
  3 | 93
Cc1ccc(N2C(=O)CC(N(C)Cc3ccccc3)C2=O)c(C)c1 (stereo not drawn)
  -5 | .
O=C1c2cccc3cccc(c23)C(=O)N1c1nc(-c2ccccc2)cs1
  -2 | .
Cc1cc(C)cc(OCCCCN2CCCCC2)c1
  -2 | .
c1ccc(-c2cc(-c3ccccc3)n(-c3ncn[nH]3)n2)cc1
  11 | .
Cc1ccc(C2/C(=C(\O)c3ccccc3)C(=O)C(=O)N2CCCCCC(=O)O)cc1 (stereo not drawn)
  4 | .
CCCCOC(=O)c1ccc(NC(=O)c2ccccc2OC)cc1
  1 | .
O=C(COc1ncnc2ccccc12)NCc1ccc2c(c1)OCO2
  -1 | 98
CCC(=O)Nc1cccc(NC(=O)CSc2nnnn2Cc2ccccc2)c1
  -3 | 102
CCOC(=O)C1C(=O)C=C(c2ccc([N+](=O)[O-])cc2)CC1c1ccccc1 (stereo not drawn)
  -3 | .
CCNC(=O)CN(CCc1ccccc1)S(C)(=O)=O
  6 | 68
Nc1cc(-c2cccc(Br)c2)nn1Cc1ccccc1
  7 | .
CCCC(=O)c1cn(CC(=O)OC)c2ccccc12
  4 | 107
CCc1ccc(C(=O)CC(c2ccccc2)C2CCCCC2=O)cc1 (stereo not drawn)
  -2 | .
O=C(Nc1c(C(=O)Nc2ccc(Br)cc2)cnn1-c1ccccc1)c1ccco1
  . | 57
O=C(CSc1nnc(-c2ccc(Cl)s2)o1)N1CCCc2ccccc21
  5 | 91
CC1=C/C(=N/OS(=O)(=O)c2ccccc2)C=CC1=O
  7 | .
COc1ccc(C2Nc3ccccc3C(=O)N2Cc2ccccc2)cc1 (stereo not drawn)
  7 | .
CCOC(=O)c1c(N)sc(C(=O)Nc2ccc(OC)cc2)c1C
  -12 | .
